# Bcl-B Bim block: inhibitors of Bim-Bcl-B binding, primary screen, biochemical, multiplexed, human Bcl-2 family; inhibition, % at 10 µM; AID 951, 2007; Bcl-2-like protein 10 (Homo sapiens), Q9HD36; 190,000 compounds, 0.073% hits; bead-based flow cytometry, Bim peptide-Bcl-B binding;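 further: 0% = tracer peptide without compound and 100% = reference inhibitor peptide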
# Target sequence (Q9HD36 whole entry, looked up): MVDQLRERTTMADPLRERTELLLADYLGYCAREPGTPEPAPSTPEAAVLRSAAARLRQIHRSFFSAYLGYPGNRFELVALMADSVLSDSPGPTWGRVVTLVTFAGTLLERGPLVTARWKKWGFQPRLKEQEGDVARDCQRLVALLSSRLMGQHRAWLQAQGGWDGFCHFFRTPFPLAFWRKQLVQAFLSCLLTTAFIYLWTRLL
# RGS7-Gao: RGS7-Galphao binding modulators, primary screen, biochemical, multiplexed bead flow cytometry; Guanine nucleotide-binding protein G(o) subunit alpha (Homo sapiens), P09471; actives lie on both sides; binding response (% of control), % at 10 µM; 220,000 compounds, 0.35% hits; in the data active means binding response below about 49% or above about 150%; inconclusive means no clear call, values can overlap the other calls; inactive means in between;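 further: fluorescent Galphao held in activated GDP-AlF4 state binding bead-coupled RGS7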
# Bim-Bcl-2: inhibitors of Bim-Bcl-2 binding, primary screen, biochemical, multiplexed, human Bcl-2 family; inhibition, % at 10 µM; AID 950, 2007; Apoptosis regulator Bcl-2 (Homo sapiens), P10415; 190,000 compounds, 0.06% hits; Bead-based flow cytometry, Bim peptide-Bcl-2 binding; in the data active means inhibition above about 40%; inconclusive means no clear call, values can overlap the other calls;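 further: 0% = no compound wells with probe peptide and 100% = reference peptide inhibitor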
# Target sequence (P10415 whole entry, looked up): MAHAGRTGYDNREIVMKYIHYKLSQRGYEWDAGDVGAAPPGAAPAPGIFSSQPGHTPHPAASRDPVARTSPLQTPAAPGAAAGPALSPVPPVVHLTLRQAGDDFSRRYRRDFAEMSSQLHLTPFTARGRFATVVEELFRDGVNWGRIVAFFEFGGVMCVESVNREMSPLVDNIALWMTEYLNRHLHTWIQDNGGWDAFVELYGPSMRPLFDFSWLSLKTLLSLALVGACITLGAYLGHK
# Bim-Bcl-W: inhibitors of Bim binding to Bcl-W, primary screen, biochemical, multiplexed, bead-based flow cytometry. Bcl-2-like protein 2 (Homo sapiens), Q92843. inhibition, % at 10 µM. 190,000 compounds, 0.02% hits. Bim peptide-Bcl-W binding;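 further: 0% = bound tracer without compound and 100% = peptide blocker; higher means less fluorescent Bim peptide bound to Bcl-W beads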
# Target sequence (Q92843 whole entry, looked up): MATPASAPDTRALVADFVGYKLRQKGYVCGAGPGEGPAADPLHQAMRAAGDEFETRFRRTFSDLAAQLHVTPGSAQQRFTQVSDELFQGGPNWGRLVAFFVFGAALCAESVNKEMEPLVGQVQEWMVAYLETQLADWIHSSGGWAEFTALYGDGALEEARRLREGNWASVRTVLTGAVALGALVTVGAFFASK
# Bim-Bfl-1: inhibitors of Bim binding to Bfl-1, primary screen, biochemical, multiplexed, bead-based flow cytometry | Bcl-2-related protein A1 (Homo sapiens), Q16548 | Bim-Bfl-1 binding inhibition | inhibition, % at 10 µM | 190,000 compounds, 0.12% hits | AID 1008, 2008;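 further: 0% = wells without compound plus tracer and 100% = blocker peptide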
# Avidin fluor: green autofluorescence of compounds with avidin beads – biophysical, 488/530 nm, flow cytometry, artefact control, profiling panel; compound fluorescence 488/530 nm; stronger effect = higher value; fluorescence (KMESF) at 10 µM; 220,000 compounds, 0.38% hits; AID 1775, 2009; in the data active means fluorescence above about 47; further: inactives centre near 10
# RGS4-Gao reg: modulators of RGS4 binding to Galphao, primary screen, biochemical, multiplexed bead flow cytometry; Guanine nucleotide-binding protein G(o) subunit alpha (Homo sapiens), P09471; binding response (% of control), % at 10 µM; actives lie on both sides; 220,000 compounds, 0.33% hits; in the data active means binding response below about 49% or above about 150%; inactive means in between;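 further: fluorescent Galphao activated with aluminum fluoride binding bead-coupled RGS4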
# Bim-Bcl-XL: inhibitors of Bim-Bcl-XL binding, primary screen, biochemical, multiplexed, bead flow cytometry, human Bcl-XL; Bcl-2-like protein 1 (Homo sapiens), Q07817; Bim peptide-Bcl-XL binding, fluorescence; inhibition, % at 10 µM; 190,000 compounds, 0.04% hits; AID 1007, 2008
# Target sequence (Q07817 whole entry, looked up): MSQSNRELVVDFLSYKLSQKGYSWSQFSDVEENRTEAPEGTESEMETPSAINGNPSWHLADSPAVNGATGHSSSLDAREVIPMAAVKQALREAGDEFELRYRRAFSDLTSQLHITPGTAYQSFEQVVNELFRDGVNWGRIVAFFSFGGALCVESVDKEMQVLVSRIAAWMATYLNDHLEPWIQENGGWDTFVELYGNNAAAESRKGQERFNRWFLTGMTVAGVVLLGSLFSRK
# GSH bead fluor: compound fluorescence on glutathione beads, profiling panel, artefact control, biophysical, 488/530 nm, flow cytometry; GSH beads flow cytometry, compound fluorescence 488/530 nm; stronger effect = higher value; fluorescence (KMESF) at 10 µM; 190,000 compounds, 0.25% hits; AID 1776, 2009; in the data active means fluorescence above about 89;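 further: glutathione beads carrying GST-tagged Bcl family fusion proteins plus one bare bead set; values are compound well signal with DMSO vehicle wells as background; inactives centre near 16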
# ABCB1 block: ABCB1 efflux pump inhibitors, primary screen, cell-based, multiplex, flow cytometry, ABCG2 counter-screen; ATP-dependent translocase ABCB1 (Homo sapiens), P08183; 190,000 compounds, 0.067% hits; CCRF-Adr cells, JC-1 efflux; inhibition, % at 6.6 µM; in the data active means inhibition above about 40%;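 further: 0% = vehicle and 100% = reference inhibitor; higher value means more JC-1 retained so stronger ABCB1 efflux block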
# ABCG2 block: ABCG2 efflux pump inhibitors, primary screen, multiplex with ABCB1, IgMXP3 cells, flow cytometry. JC-1 efflux. inhibition, % at 6.6 µM. 190,000 compounds, 0.1% hits;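 active means inhibition above 80%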;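 further: 0% = DMSO and 100% = nicardipine control wells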
#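 Incubation: cells with compound and JC-1, 10 min at 25 °C, rotating, no wash / Test system: IgMXP3 (ABCG2) plus far-red-tagged CCRF-Adr (ABCB1) cells / Compound dosing: one concentration, 6.6 µM final / Also added: JC-1 fluorescent substrate / Evaluation: efflux inhibition in percent versus controls / Detection: flow cytometry, 530 nm JC-1 signal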
# * marks the source's active call; other numbers are inactive results; ? = inconclusive; / = not tested or not shown. Unless noted, no stated cut-off is given here; in the data, active means inhibition above about 40%. Hits appear at their usual frequency; about 1.3% have a hit in one of these screens.
SMILES,Bcl-B Bim block,RGS7-Gao,Bim-Bcl-2,Bim-Bcl-W,Bim-Bfl-1,Avidin fluor,RGS4-Gao reg,Bim-Bcl-XL,GSH bead fluor,ABCB1 block,ABCG2 block
COc1ccc(-c2noc(CCCOc3ccc(Cl)cc3Cl)n2)cc1,-5,103,-6,-5,-4,26,102,-4,24,0.0,5
OCCCNc1nc(-c2ccc(Cl)cc2)nnc1-c1ccccc1,-3,97,0,-1,-1,14,100,-4,4,0.9,24
O=C(Nc1ccc(Cl)cc1)C1CC=CCC1C(=O)OCC(F)(F)C(F)F (stereo unspecified),-6,95,-9,4,-10,4,95,-5,51,0.0,1
COc1cc(O)sc1C=Nc1ccc(Cl)cc1Cl,2,?,0,-3,8,11,109,-1,13,0.3,4
O=C(NC1CCCC1)c1cc(-c2cccs2)on1,-5,101,-5,-2,-5,11,105,-6,35,1.4,24
CN(C)c1ccc(C=Nc2cnn(C)c2C(N)=O)cc1,-4,99,0,-7,0,4,100,2,65,0.5,2
COc1ccccc1Nc1nc2ccc(C)cc2cc1C#N,-6,93,0,0,0,8,93,0,13,0.7,14
C=C(C)c1cccc(C(C)(C)NC(=O)Nc2ccccc2OCC)c1,-2,104,1,0,0,12,101,-2,4,0.3,4
c1ccn(-c2ccc(-c3ccn[nH]3)cc2)c1,0,101,-3,0,-1,6,99,-3,68,0.8,12
CCCn1nnc(NC(=O)c2ccc([N+](=O)[O-])cc2Cl)n1,-4,92,-7,-3,-5,7,100,-3,12,1.1,3
CCOC(=O)c1cnn(-c2cc(C)nc3c(-c4ccc(Cl)cc4)c(C)nn23)c1N,-2,101,-2,3,-4,14,107,1,14,-0.4,6
C=CCNc1nnc(C)c2ccccc12,0,98,-3,0,-5,7,102,-1,67,-0.1,0
CCOC(=O)CSc1nnc(CNC(=O)c2ccc(OC)cc2)n1C1CCCCC1,-5,95,-4,1,-10,9,96,-3,5,2.0,2
CCN(CCCCCN(C)C)Cc1cc2ccccc2o1,4,96,1,-3,1,10,101,-5,13,-0.1,10
CCN(C(=O)COC(=O)c1ccc(S(=O)(=O)N2CCCc3ccccc32)cc1)C1CCS(=O)(=O)C1 (stereo unspecified),2,102,1,-2,2,13,100,-1,12,1.6,6
CC(=O)Nc1ccc(S(=O)(=O)NC(C)C(=O)OCC(=O)NC2CCCC2)cc1 (stereo unspecified),-3,96,2,-2,0,3,95,0,9,0.4,3
Cc1occc1-c1nnc(SCC(N)=O)o1,-2,101,0,0,-2,10,97,-3,10,-0.4,3
O=C(Cn1nc(Cc2cccnc2)c2ccccc2c1=O)NCC1COc2ccccc2O1 (stereo unspecified),6,106,8,6,4,4,105,4,16,1.8,3
Cc1ccc(/C=C(\C#N)C(=O)Nc2c(C)cccc2C)s1,-4,100,-2,-5,-5,14,107,-3,9,1.8,3
COCCNC(=O)c1ccccc1NC(=O)CSc1ccc(C)cc1,-6,96,-5,0,-6,7,98,-3,13,1.3,7
O=C(c1cccc([N+](=O)[O-])c1)N(c1ccccn1)c1ccccn1,-3,100,-3,-6,-2,10,99,-8,11,0.2,1
Cc1[nH]n(-c2ccccc2)c(=O)c1-c1cccc(Cl)c1,1,101,1,0,-2,14,101,-1,16,0.7,3
COc1ccc(/C=N/NC(=S)Nc2ccccc2)cc1COc1ccc(F)cc1F,-19,98,-2,-4,1,11,95,-5,7,-0.7,-4
CCc1[nH]nc2c1C1(C(=O)N(Cc3ccccc3)c3ccccc31)C(C#N)=C(N)O2 (stereo unspecified),-8,101,-13,0,-20,15,107,-7,36,1.2,11
COc1cccc(/C(C#N)=C/c2c(-c3ccc(Cl)cc3)nc3c(C)cccn23)c1,-11,101,-12,4,-10,8,106,-3,16,0.5,4
NS(=O)(=O)c1ccc(-c2ccc(/C=C3\C(=O)Nc4cc(Cl)ccc43)o2)cc1,3,91,2,6,-1,10,91,8,4,-1.5,-6
O=C(NN1C(=O)c2ccccc2C1=O)C1CCCCC1,-4,100,-4,-7,-4,7,101,-10,33,-0.6,-2
COc1ccc2c(c1)c(=O)cc(C)n2CC(=O)NCc1ccco1,-7,101,-5,-3,-14,17,101,-6,39,1.4,44
Nc1cc(N)nc(SCC(=O)N2CCc3ccccc32)n1,0,99,-2,-1,-2,13,99,-1,20,0.1,1
CCn1c(=S)[nH]c2sc3c(c2c1=O)CCCCC3,-17,94,0,1,3,8,99,-4,10,-1.1,1
C=CCc1ccc(OCCCCOc2ccc(C(=O)O)cc2)c(OC)c1,-2,101,-1,-2,-6,10,103,0,20,1.7,13
COCCNc1nc(-c2ccc(OC)cc2)c(-c2ccc(OC)cc2)s1,-5,106,1,-2,-2,12,104,0,15,0.2,3
CCOCCn1c(SCCCc2ccccc2)nc2c1c(=O)[nH]c(=O)n2C,-9,97,-12,-6,-17,31,96,-13,20,2.1,47
CCOC(=O)c1cc2n(n1)C(C(F)(F)F)CC(C)N2 (stereo unspecified),-5,104,-9,1,-9,9,101,-3,11,0.2,1
Cc1ccc(S(=O)(=O)N2CC(O)C[C@H]2C(=O)OCC(=O)c2ccccc2)cc1 (stereo partly specified),-3,105,-1,-4,-2,5,103,-4,9,1.6,22
CN1CCN(C(=S)Nc2ccc(Cl)cc2)CC1,-9,104,-3,-2,-2,8,100,-3,9,0.3,8
CCc1cc(=O)oc2c(CN3CCN(C)CC3)c(O)c(Cl)cc12,-1,97,-4,-2,-2,38,99,-3,10,0.3,0
CCC(CC)C(=O)c1c[nH]c(C(=O)NCc2ccncc2)c1,-2,99,-2,1,-7,11,102,-3,13,0.1,0
CCN1CCN(C(C(=O)NC2CCCC2)c2ccc(Cl)cc2)CC1 (stereo unspecified),-6,112,-5,0,-12,8,110,-5,19,-1.7,-1
CCc1c(C)nc2cc(-c3cc(OC)cc(OC)c3)nn2c1N1CCN(CCN2CCOCC2)CC1,-46,103,-40,-40,-36,10,104,-35,59,8.6,10
CCOC(=O)N1CCC(Nc2c(Nc3cccc(CC)c3)c(=O)c2=O)CC1,-3,105,0,-2,-2,26,102,-5,15,0.8,6
CSC1=NC(C(Cl)(Cl)Cl)N=C(c2ccccc2)N1 (stereo unspecified),-3,?,-3,0,-4,12,101,-2,12,0.9,3
O=C(COC(=O)C1CCC(=O)N1)Nc1ccc(Br)cc1 (stereo unspecified),-9,107,-3,-2,-6,7,108,-3,15,-0.1,-3
CCOC(=O)c1c(C)[nH]c(NC(=O)Nc2c(C)n(C)n(-c3ccccc3)c2=O)c1C,-1,103,-5,-1,-10,11,101,1,36,1.1,7
Cc1ccc(S(=O)(=O)N(CC(=O)Nc2ccccc2C(=O)O)c2ccccc2C)cc1,-3,100,-4,0,-6,22,102,-2,9,-0.5,-1
CC(Nc1ncnc2nc[nH]c12)c1ccccc1 (stereo unspecified),-10,100,-8,0,-10,6,103,-6,27,0.3,1
Cc1cc2c(cc1C)NC(c1c(C)n(C)n(-c3ccccc3)c1=O)C1=C(CC(C)(C)CC1=O)N2 (stereo unspecified),-3,79,-1,-4,-1,1,59,-8,33,1.0,2
O=C(Nc1ccccc1O)/C(=C\c1ccccc1)NC(=O)c1ccccc1,-1,102,0,0,-2,20,100,0,11,1.0,2
Cc1ccc(S(=O)(=O)N2CCOCC2)cc1C(=O)Nc1nc2ccccc2[nH]1,-4,102,-8,0,-3,18,95,-4,11,-0.1,18
COc1cc(OC)nc(S(C)(=O)=O)n1,-6,100,-5,-1,0,1,100,-3,8,-0.9,-2
CNC(=O)c1ccc(-n2nc(C)cc2-c2ccccc2)cc1,-2,91,0,1,-1,8,90,0,9,-0.3,0
N#Cc1c(-c2ccccc2)[nH]c(=S)[nH]c1=O,-9,109,-8,-3,-9,7,112,-2,36,-0.1,0
CCN=C1SC(C(=O)Nc2cccc(C)c2)CC(=O)N1CC (stereo unspecified),-2,94,-3,-3,-1,37,92,-1,13,0.3,1
COCCCNC(=O)CCCOc1ccccc1,-5,102,-8,0,-8,23,98,-6,13,0.1,1
CCCn1c2c(c(O)c(C(=O)NCCCN(CC)CC)c1=O)CCCC2,-15,87,-2,-10,-3,13,88,-18,28,9.5,2
Cc1ccc(OCc2csc(N)n2)cc1,1,104,2,0,4,7,103,0,11,1.2,5
CC(=O)OC[C@H]1O[C@@H](Sc2cccc3cccnc23)[C@H](OC(C)=O)[C@@H](OC(C)=O)[C@H]1OC(C)=O,0,99,-3,0,-10,6,102,0,11,0.5,5
COc1ccc(Cc2nnc(SC)[nH]c2=O)cc1,-2,99,1,2,7,2,101,0,26,0.0,0
CCC(=O)OCc1c(C(F)(F)F)nn(C)c1Sc1ccc(Cl)cc1,-13,94,-8,0,-12,9,98,-7,13,0.3,2
CN1CCN(CCCNC(=O)CCCOc2cc(=O)n(C)c3ccccc23)CC1,-8,104,-10,-1,-13,13,104,-7,35,0.0,0

# Reformatted: 3 of the compounds above
# Value order – Bcl-B Bim block, RGS7-Gao, Bim-Bcl-2, Bim-Bcl-W, Bim-Bfl-1, Avidin fluor, RGS4-Gao reg, Bim-Bcl-XL, GSH bead fluor, ABCB1 block, ABCG2 block
N#Cc1c(-c2ccccc2)[nH]c(=S)[nH]c1=O
 : -9, 109, -8, -3, -9, 7, 112, -2, 36, -0.1, 0
CCN=C1SC(C(=O)Nc2cccc(C)c2)CC(=O)N1CC (stereo unspecified)
 : -2, 94, -3, -3, -1, 37, 92, -1, 13, 0.3, 1
O=C(Nc1ccccc1O)/C(=C\c1ccccc1)NC(=O)c1ccccc1
 : -1, 102, 0, 0, -2, 20, 100, 0, 11, 1.0, 2

# The list continues:
SMILES,Bcl-B Bim block,RGS7-Gao,Bim-Bcl-2,Bim-Bcl-W,Bim-Bfl-1,Avidin fluor,RGS4-Gao reg,Bim-Bcl-XL,GSH bead fluor,ABCB1 block,ABCG2 block
CC(C)C(NC(=O)OCc1ccccc1)C(=O)O (stereo unspecified),0,100,0,1,1,11,99,-2,17,0.2,0
O=C(CN1CCCCC1)NN(Cc1ccccc1)c1ccccc1,-3,106,-5,0,0,13,104,1,11,1.4,0
COc1ccc(CCNC(=O)Cn2c(-c3nonc3N)nc3ccccc32)cc1OC,-3,95,-1,3,-8,4,95,0,16,/,/
CC(C)N(CCCNC(=O)c1ccc(N2CCCC2=O)cc1)Cc1ccccc1,0,96,1,0,-2,5,99,0,10,1.0,5
CC1=CCCC(C)(C)C1/C=C/C(C)=N/NC(=O)c1ccncc1 (stereo unspecified),-3,?,-2,-6,-7,14,99,-7,13,0.8,6

# Screens from PubChem.
